Assay outcomes from PubChem BioAssay.
USP2a block – USP2a (human) protease inhibition. Potency, µM (doses to about 38.3 µM), inactives show at the highest dose activity change, negative = inhibition, actives largely listed as inhibitors. USP2 core, Ub-CHOP2 coupled fluorogenic reporter, 485/531. O75604. hit rate 0.01% among 330,000. AID 463254;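 note: potency is the fitted concentration of half-maximal effect; plate controls were DMSO wells for no effect and full inhibition by NEM control for full effect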
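Deubiquitinase activity read as fluorescence (485/531 nm) after Ub-CHOP2 cleavage activates the enterokinase reporter on its substrate; USP2 core 10nM, Ub-CHOP2 and substrate 25nM each, 30min compound preincubation then 60min RT; data normalized to NEM, curves fitted.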
Giardia kill – kills Giardia lamblia; Giardia lamblia trophozoite viability; activity change, % at 7.66 µM, hits read low; hit rate 0.15% among 340,000; in the data active = activity change below about -80%; inconclusive = between about -30% and that limit;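 note: parasites exposed to compound for two days anaerobically before the ATP read; % is set by controls: 0 for no effect and ±100 for the full control effect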
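Luminescence from cellular ATP indicates surviving trophozoites (100 cells/well) following 48 hrs anaerobic compound treatment at 37 deg C; signal develops 15-30 min at room temperature.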
hERG WT inh – blocks the wildtype human KCNH2 potassium channel; Q12809; U2OS, BacMam KCNH2, thallium flux FluxOr; active compounds read low; activity change, % at 1.84 µM; hit rate 0.37% among 340,000;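 active = maximum activity change below -70%; inconclusive = maximum activity change between -70% and -50%; inactive = maximum activity change above -50%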; note: % is set by controls: 0 for no effect and ±100 for the full control effect
Target sequence (Q12809 whole entry, looked up): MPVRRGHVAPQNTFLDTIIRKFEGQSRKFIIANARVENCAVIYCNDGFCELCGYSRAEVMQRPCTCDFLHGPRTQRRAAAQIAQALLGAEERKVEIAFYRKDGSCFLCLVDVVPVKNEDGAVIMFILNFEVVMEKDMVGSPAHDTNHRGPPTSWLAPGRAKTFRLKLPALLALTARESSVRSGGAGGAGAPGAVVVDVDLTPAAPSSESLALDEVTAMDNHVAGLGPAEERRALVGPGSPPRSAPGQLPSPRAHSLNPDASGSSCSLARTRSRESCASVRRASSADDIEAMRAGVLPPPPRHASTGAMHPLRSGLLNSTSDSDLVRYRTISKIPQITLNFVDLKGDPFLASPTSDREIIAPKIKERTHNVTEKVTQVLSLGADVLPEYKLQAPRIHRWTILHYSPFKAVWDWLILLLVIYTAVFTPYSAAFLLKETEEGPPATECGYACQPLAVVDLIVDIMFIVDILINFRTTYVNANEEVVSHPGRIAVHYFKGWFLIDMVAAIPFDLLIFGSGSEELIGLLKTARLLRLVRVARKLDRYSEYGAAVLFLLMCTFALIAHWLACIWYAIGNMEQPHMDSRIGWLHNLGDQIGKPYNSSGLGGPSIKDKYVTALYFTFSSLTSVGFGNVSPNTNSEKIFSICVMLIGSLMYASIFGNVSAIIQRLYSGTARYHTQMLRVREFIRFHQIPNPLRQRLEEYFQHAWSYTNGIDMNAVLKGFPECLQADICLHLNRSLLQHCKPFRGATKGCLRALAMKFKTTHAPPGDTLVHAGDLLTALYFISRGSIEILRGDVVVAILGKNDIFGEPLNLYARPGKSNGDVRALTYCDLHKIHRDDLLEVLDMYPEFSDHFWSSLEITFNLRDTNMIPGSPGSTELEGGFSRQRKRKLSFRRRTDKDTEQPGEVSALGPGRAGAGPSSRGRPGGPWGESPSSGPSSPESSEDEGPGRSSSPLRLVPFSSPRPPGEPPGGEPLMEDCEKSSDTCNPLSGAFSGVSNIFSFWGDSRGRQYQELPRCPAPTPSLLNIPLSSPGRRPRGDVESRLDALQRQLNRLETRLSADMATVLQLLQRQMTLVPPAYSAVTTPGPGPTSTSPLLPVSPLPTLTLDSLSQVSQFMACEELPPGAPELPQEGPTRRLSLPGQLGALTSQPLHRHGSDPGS
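U2OS cells were transduced with wild-type KCNH2 virus (2.03 x 10^8 / mL) for 4 h at room temperature, then cultured overnight at 37 C. Thallium flux was read with FluxOr dye. Rate constants were normalized to DMSO controls.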
GALK inhibitor – inhibitors of human galactokinase; Potency, µM (highest dose often 57.5 µM), for the others: at the highest dose activity change, negative = inhibition, usual class: inhibitors; Purified GALK, Kinase-Glo residual ATP luminescence; hit rate 0.007% among 270,000; P51570; note: potency is the fitted concentration of half-maximal effect; % is set by controls: 0 for no effect and ±100 for the full control effect
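Galactose (100 uM) and ATP (35 uM) were turned over by 5 nM GALK for 1 h at RT. Kinase-Glo Plus then converted the remaining ATP into a luminescent signal.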
B2AR arrestin – recruits beta-arrestin to the human beta2-adrenergic receptor | P07550 | beta-arrestin recruitment to beta2AR, cell-based reporter | Potency, µM (series often up to 46.1 µM), for the others: at the top dose activation, most hits filed as activators | hit rate 0.02% among 330,000 | AID 492947;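 note: potency is the fitted concentration of half-maximal effect; 0% = DMSO controls and full agonism = EC100 isoproterenol or metaproterenol; nearly all actives have a fitted effect of over 65% in size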
FBPA coupling cs – inhibits coupling enzyme system, counter-screen for aldolase hits; coupling enzyme system counterscreen, AmpLite Red fluorescence; activity change, negative = inhibition, % at 58.2 µM, hits read low; hit rate 0.67% among 290,000; in the data active = activity change below about -30%; note: % is set by controls: 0 for no effect and ±100 for the full control effect
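Compounds tested against the coupling enzymes alone at 57.5 uM final; readout was AmpLite Red fluorescence (525/598 nm) after 20 min at RT.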
TRPV1 agonist – human TRPV1 agonism | Q8NER1 | TRPV1-expressing cells, Fluo-8 calcium influx, agonist mode | activation, % at 8.33 µM | hit rate 0.19% among 320,000; in the data active = activation above about 80%; inconclusive = between about 30% and that limit; note: 0% is about no effect
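Cells expressing TRPV1 were dye-loaded with Fluo-8 and read kinetically: 10 s baseline, 3 min after compound (agonist portion), then 2 min after EC20 capsaicin (allosteric enhancer portion). Calcium-bound dye fluorescence at 480/520 nm.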
PKM2 activator – activators of human pyruvate kinase M2 | P14618 | AID 1631 | Potency, µM (series often up to 57.5 µM), for the others: top-dose activation, actives largely listed as activators | purified PKM2, Kinase-Glo ATP luminescence, activation; response scale: 0% is enzyme alone, no compound | hit rate 0.34% among 260,000; note: potency is the fitted concentration of half-maximal effect; % is set by controls: 0 for no effect and ±100 for the full control effect; nearly all actives have a fitted effect of over 55% in size
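ATP formation by purified human PK-M2, quantified via coupled luciferase luminescence after 1 h at room temperature with 0.1 mM ADP and 0.5 mM PEP final.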
KCNH2 3.1 inh – KCNH2 3.1 (human) potassium channel inhibition; U2OS KCNH2 3.1, thallium flux FluxOr; active compounds read low; activity change, % (tested at about 1.8 µM); hit rate 0.95% among 340,000; AID 720553;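 active = maximum activity change below -70%; inconclusive = maximum activity change from -70% to -50%; inactive = maximum activity change above -50%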;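 note: thallium influx rate constant from kinetic fluorescence after stimulation buffer; % is set by controls: 0 for no effect and ±100 for the full control effect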
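Thallium flux via FluxOr fluorescence (Red40 quencher, 45 min loading) in U2OS cells virally expressing the KCNH2 3.1 isoform (1.77 x 10^8 /mL virus, overnight at 37 C). Rate constants from 2-min kinetic reads post-stimulation, normalised to positive and negative controls.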
Menin-MLL TR inh – displaces Texas Red mutant MLL peptide from human menin; hit rate 0.23% among 270,000; O00255; AID 1768; Menin + Texas Red MLL mutant peptide, fluorescence polarization; Potency, µM (doses to about 61.6 µM), inactives show at the top dose FP activity change, negative = inhibition, actives largely listed as inhibitors; active = well fitted inhibition curve with a large enough effect in the polarisation, with a control signal flat, not every such curve was filed as active; inconclusive = small, poorly fitted or top-dose-only effect, or effect the other way, or a change in a side signal; inactive = no such curve, though single readings can be large or run the other way; the % refers to the polarisation; note: potency is the fitted concentration of half-maximal effect; % of control where 0% means no effect; many of its hits are not listed in these tables
CXXC DNA block – MLL CXXC-DNA interaction inhibition; Q03164; MLL-CXXC / FITC-HOXA9 DNA fluorescence polarization; Potency, µM (doses to about 115 µM), without a hit: top-dose activity change, negative = inhibition, usual class: inhibitors; hit rate 0.037% among 290,000; AID 2662; active = well fitted inhibition curve with a large enough effect in the polarisation, with a control signal flat, not every such curve was filed as active; inconclusive = small, poorly fitted or top-dose-only effect, or effect the other way, or a change in a side signal; inactive = no such curve, though single readings can be large or run the other way; the % refers to the polarisation; note: potency is the fitted concentration of half-maximal effect
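Purified MLL-CXXC (added from a 7 uM solution) was preincubated 5 min at ambient with pinned compounds in 50 mM Tris-HCl pH 7.5, 50 mM NaCl, 1 mM DTT, 0.05% BSA. Fluorescein-labeled HOX-A9 DNA (50 nM solution) followed, 30 min, then polarization read.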
An asterisk follows results filed as active; ? = inconclusive; / = not tested or not shown; [ ] = remark or other dose. Unless noted, calls come from the whole dose curve; as a rule, active = well fitted curve in the direction sought with a large enough effect; inconclusive = small, poorly fitted or top-dose-only effect, or another doubt; inactive = no such curve, though single readings can be large; an effect the other way counts as inactive or inconclusive. Some of the compounds tested (hit frequency here may not be typical).

SMILES | USP2a block | Giardia kill | hERG WT inh | GALK inhibitor | B2AR arrestin | FBPA coupling cs | TRPV1 agonist | PKM2 activator | KCNH2 3.1 inh | Menin-MLL TR inh | CXXC DNA block
CCNC(=O)CC1SC(=Nc2ccccc2C)N(C)C1=O (stereo unspecified) | 0% | -12 | -16 | 0% | -0.9% | 4 | -4 | -4% | -6 | 21% | 5%
CCOC(=O)c1c(N)sc(C(=O)N(C)C)c1CN1CCOCC1 | 1% | -7 | -1 | 0% | -0.3% | 0 | -7 | -22% | -1 | / | 5%
CCOC(=O)CSc1ccc(-c2nc3ccccc3[nH]2)cn1 | -2% | -5 | 1 | 0% | 0.2% | 1 | ? | -2% | 1 | / | -4%
CCN(CC)C(=O)Oc1ccc2c(=O)c(-c3ccc(OC)cc3)coc2c1 | 0% | -3 | 0 | 1% | -1.1% | -1 | 2 | -1% | 7 | ? | 1%
COc1ccc2oc(C(=O)OCC(=O)N3CCCC3=O)c(C)c2c1 | 1% | -16 | 1 | / | -0.1% | / | 13 | / | 1 | / | /
COc1ccccc1N1CCN(C(=O)C(OC(C)=O)c2ccccc2)CC1 (stereo unspecified) | -1% | 17 | 3 | 0% | -0.2% | 6 | -1 | -1% | -11 | -5% | 7%
COc1ccc(N2CC(C(=O)Nc3nnc(SCc4ccccn4)s3)CC2=O)cc1 (stereo unspecified) | 5% | 8 | 10 | 1% | -0.7% | 2 | -1 | 1% | 2 | -12% | -2%
CCOC(=O)/C(=C/c1ccc(OC)cc1)NC(=O)c1ccco1 | -1% | 10 | -1 | -1% | -0.6% | 0 | 2 | -12% | 9 | 4% | 17%
Cc1cccc(-c2noc(CCc3ccccc3)n2)c1 | 0% | -6 | 4 | 0% | 0.1% | -2 | / | 16% | -3 | 5%[11.7 µM] | -10%
Cn1c(SCC(=O)N2c3ccccc3Sc3ccccc32)nc2ccccc21 | 1% | 3 | -17 | 1% | -0.5% | 0 | 0 | 14% | -26 | -1% | -11%
COc1ccc(/C=C/C(=O)N(CC(C)C)CC(C)C)cc1Br | 0% | 5 | -1 | 0% | 3.5% | 0 | ? | 10% | -2 | ? | 2%
Cc1cc(-c2ccccc2C(=O)NCc2ccccc2)on1 | -1% | -5 | -26 | -2% | -0.1% | 2 | 1 | -9% | 2 | ? | 7%
NC(=O)CC(NC(=O)c1cccc(Br)c1)c1ccc(NC2CCN(Cc3ccccc3)CC2)c([N+](=O)[O-])c1 (stereo unspecified) | -1% | -5 | -36 | / | 0.5% | 1 | 2 | 1% | -24 | 23% | 1%
COc1ccc2c(c1)[C@H]1[C@H](CO2)[C@H](c2ccccc2)[C@]2(C)C(=O)N(Cc3ccc(C)cc3)CC(=O)N12 | -1% | -12 | -5 | / | -0.2% | / | / | / | -20 | / | /
Cc1ccc2[nH]c(=O)c(CN(Cc3cccs3)Cc3nnnn3CC3CCCO3)cc2c1 (stereo unspecified) | -5% | 21 | 12 | 1% | -0.6% | 0 | 6 | -1% | 23 | 2% | 2%
C=CCN(CC(=O)O)S(=O)(=O)c1ccccc1C(F)(F)F | 2% | -25 | -2 | -2% | 0.0% | 2 | 8 | -2% | -1 | 2% | 1%
CC1=NN(C(=O)c2cccnc2)C(O)(C(F)(F)F)C1 (stereo unspecified) | 0% | -6 | 16 | -1% | 0.5% | 0 | -1 | 0% | / | -5% | -9%
O=C(NCCN1CCOCC1)C(=O)NCC1OCCN1S(=O)(=O)c1ccc(Br)cc1 (stereo unspecified) | 2% | 3 | -9 | 7% | 1.1% | 0 | 3 | -9% | 12 | 7% | -4%
Cc1ccc(C(=O)Nc2ccccc2C(=O)O)cc1NC(=O)COc1c(C)cccc1C | 0% | -3 | -10 | 1% | 0.0% | 10 | -2 | -3% | -12 | ? | 0%
CCCC(=O)NCc1cc(-c2nn(C)c(=O)c3ccccc23)ccc1OC | 2% | -4 | 1 | -1% | 0.1% | -12 | -7 | -1% | 14 | -10% | -7%
Cc1cc(=O)oc2cc(NC(=O)C3COc4ccccc4O3)ccc12 (stereo unspecified) | 1% | -4 | 7 | -4% | -0.3% | 2 | 2 | -1% | -2 | 16% | 60%[activator]
COc1ccc(NC(=O)C2CCCCN2S(=O)(=O)c2ccc(F)cc2)cc1 (stereo unspecified) | -1% | -2 | -2 | 0% | -0.5% | -14 | -2 | 2% | 11 | 18% | 10%
CC(C)N1CCc2c(sc(NC(=O)c3cc4cc([N+](=O)[O-])ccc4s3)c2C(N)=O)C1 | 1% | ? | -3 | 1% | -1.0% | -6 | 11 | -1% | -2 | ? | ?
C[C@H](CO)N1C[C@H](C)[C@@H](CN(C)Cc2ccncc2)Oc2c(NS(=O)(=O)c3cccs3)cccc2C1=O | 7% | 3 | -2 | / | -0.2% | / | / | / | 3 | / | /
Nc1c(NC(=O)CC[n+]2ccccc2)cccc1[N+](=O)[O-] | 3% | -15 | 3 | 2% | -1.0% | 3 | -3 | -9% | -3 | 0% | 10%
Cc1ccc(C(=O)N2CCN3C(=O)c4ccccc4C23c2ccc(Cl)cc2)cc1 (stereo unspecified) | 0% | 2 | -14 | -3% | 3.3% | -2 | 13 | 10% | -76* | 0% | ?
CC(=O)Nc1ccc(-c2nnn(CC(=O)c3ccc(F)cc3)n2)cc1Cl | 15% | -3 | 19 | 3% | 0.1% | 3 | -3 | 2% | 1 | / | 17%
Cc1cccc(Nc2ccc(C(=O)O)cc2[N+](=O)[O-])c1C | 1% | -15 | -9 | / | -0.6% | 11 | -8 | / | -6 | 55%[activator] | 6%
C=CCCCCCCCCC(=O)NNC1CC(=O)N(c2ccccc2)C1=O (stereo unspecified) | 3% | 7 | -1 | -2% | 0.1% | 4 | / | 7% | 2 | / | -12%
Cc1ccc(-n2ccc(=O)c(-c3ccnc(SCc4cccc(Cl)c4)n3)n2)cc1 | 2% | 7 | 1 | 2% | 0.4% | 0 | 1 | -6% | -27 | 21% | 0%
O=C1N/C(=N\N=C\c2cccs2)SC1Cc1ccc(Cl)cc1 (stereo unspecified) | 2% | -8 | -18 | -2% | -0.5% | 2 | -1 | -3% | 6 | ? | -8%
COc1cccc(/C=N/NC(=O)Cn2nc([N+](=O)[O-])cc2C)c1 | 0% | 3 | -4 | 5% | -0.8% | 0 | -9 | -13% | -1 | / | 6%
CC(C)OCCCNC(=O)c1ccccc1Oc1ccccc1 | -1% | 14 | -7 | 4% | -0.9% | 4 | 28 | -5% | -14 | -5% | 0%
O=C(N/N=C/c1c(O)n(-c2ccccc2Cl)c(=O)c2ccccc12)C1COc2ccccc2O1 (stereo unspecified) | 0% | 18 | -18 | -5% | 0.3% | 15 | 22 | -1% | -7 | ? | ?
Cc1cc(C(=O)COc2ccc(Cl)cc2Br)c(C)n1C | -1% | -13 | 1 | -6% | -0.2% | 2 | 28 | -1% | -11 | 14% | 3%
N#CCCN(Cc1ccccc1)S(=O)(=O)c1cccs1 | 1% | -12 | 1 | 3% | -0.6% | -4 | 4 | / | 32 | -10% | -4%
Cc1cc(C)c2c(CN3CCCCC3C)cc(=O)oc2c1 (stereo unspecified) | 1% | -4 | 0 | 3% | 0.4% | 3 | 16 | / | -8 | ? | -2%
Cc1c(NC(=O)CCCN2C(=O)c3cccc4cccc(c34)C2=O)c(=O)n(-c2ccccc2)n1C | 1% | -3 | 2 | 0% | 0.1% | 0 | 1 | 2% | 25 | -18% | 4%
Cc1cc(N2CCN(C)CC2)nc2ccc(NC(=S)N3CCCCCC3)cc12 | 4% | 34[activator] | 14 | 0% | -1.3% | -4 | -4 | -11% | -39 | 1% | 3%
Cc1ccc(O)c(C(CC(=O)NC2CCCCC2)c2ccccc2)c1 (stereo unspecified) | 4% | -2 | 7 | 9% | -0.4% | -1 | 28 | 3% | 0 | -2% | 6%

Part of the list above, with values under each structure.
Order of results: USP2a block	Giardia kill	hERG WT inh	GALK inhibitor	B2AR arrestin	FBPA coupling cs	TRPV1 agonist	PKM2 activator	KCNH2 3.1 inh	Menin-MLL TR inh	CXXC DNA block
- Cc1c(NC(=O)CCCN2C(=O)c3cccc4cccc(c34)C2=O)c(=O)n(-c2ccccc2)n1C
  1%	-3	2	0%	0.1%	0	1	2%	25	-18%	4%
- CCCC(=O)NCc1cc(-c2nn(C)c(=O)c3ccccc23)ccc1OC
  2%	-4	1	-1%	0.1%	-12	-7	-1%	14	-10%	-7%
- Cc1cc(C)c2c(CN3CCCCC3C)cc(=O)oc2c1 (stereo unspecified)
  1%	-4	0	3%	0.4%	3	16	/	-8	?	-2%
